Assay outcomes: PubChem BioAssay, National Center for Advancing Translational Sciences (NCATS)
Tb PYK inh: qHTS of Trypanosoma Brucei Inhibitors; 410,000 compounds, 0.12% hits; Potency, µM (doses to about 76.8 µM), for inactives: at the top dose activity, negative = inhibition, most hits filed as inhibitors; pyruvate kinase (Trypanosoma brucei), Q57TT1; TbPYK enzyme, Kinase-Glo Plus ATP luminescence, 45 min; note: potency is the fitted concentration of half-maximal effect; nearly all actives have a fitted effect of over 50% in size
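Screened from lowest to highest concentration, compounds were pinned into TbPYK/substrate mixtures, and ADP (130 uM final) was added. Plates sat at room temperature for 45 min prior to Kinase-Glo Plus detection by luminescence.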
AmpC inh detg: qHTS Inhibitors of AmpC Beta-Lactamase (assay with detergent). 370,000 compounds, 0.041% hits. P00811. Potency, µM (doses to about 114 µM), for inactives: top-dose activity change, negative = inhibition, usual class: inhibitors. AID 485294, 2010. AmpC hydrolysis of nitrocefin, absorbance 480 nm, 0.01% Triton;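 note: potency is the fitted concentration of half-maximal effect; 0% = no-compound wells and -100% = no-enzyme wells; nearly all actives have a fitted effect of over 25% in size; some results filed as inactive show a strong effect at the top dose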
Target sequence (P00811 whole entry, looked up): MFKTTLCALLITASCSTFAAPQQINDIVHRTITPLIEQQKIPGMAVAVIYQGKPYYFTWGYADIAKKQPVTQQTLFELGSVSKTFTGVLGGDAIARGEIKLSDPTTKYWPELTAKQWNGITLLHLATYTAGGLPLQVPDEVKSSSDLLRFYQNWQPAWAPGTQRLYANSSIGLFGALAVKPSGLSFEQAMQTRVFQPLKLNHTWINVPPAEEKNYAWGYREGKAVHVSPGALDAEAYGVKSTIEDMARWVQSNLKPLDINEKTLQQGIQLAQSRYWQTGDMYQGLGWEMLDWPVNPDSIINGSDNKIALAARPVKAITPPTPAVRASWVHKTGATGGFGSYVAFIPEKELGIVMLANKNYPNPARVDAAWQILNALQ
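AmpC (5.3 nM in the dispensed reagent) in 20 mM phosphate pH 7.0 with 0.01% (detergent screen) or 0.0001% Triton X-100 was preincubated with compounds for 15 min at room temperature. Nitrocefin was then added from an 800 uM solution, and hydrolysis was followed at 480 nm.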
HCMV inh: qHTS Assay for inhibitors of the human cytomegalovirus (HCMV); HFF cells, HCMV-luciferase reporter, 72 h; active compounds read low; activity change, negative = inhibition, % at 57.5 µM; 410,000 compounds, 4.5% hits; AID 1259415, 2018; in the data active = activity change below about -60%; inconclusive = no clear call, values can overlap the other calls; inactive = above about -39%
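Two compound doses tested in HFFs infected with HCMV-luciferase, MOI 1 PFU/cell, 72 h at 37C. Lysate luminescence read with OneGlo; data normalized against buffer-only and 10uM Salinomycin inhibitor controls.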
LmPK inhibitor: qHTS Assay for Inhibitors of Leishmania Mexicana Pyruvate Kinase (LmPK); purified LmPK, Kinase-Glo ATP luminescence, 1 h; Potency, µM (series often up to 57.5 µM), for the others: top-dose activity change, negative = inhibition, hits mostly inhibitors; 290,000 compounds, 0.37% hits; AID 1721, 2009; note: potency is the fitted concentration of half-maximal effect
Target sequence (Q27686 whole entry, looked up): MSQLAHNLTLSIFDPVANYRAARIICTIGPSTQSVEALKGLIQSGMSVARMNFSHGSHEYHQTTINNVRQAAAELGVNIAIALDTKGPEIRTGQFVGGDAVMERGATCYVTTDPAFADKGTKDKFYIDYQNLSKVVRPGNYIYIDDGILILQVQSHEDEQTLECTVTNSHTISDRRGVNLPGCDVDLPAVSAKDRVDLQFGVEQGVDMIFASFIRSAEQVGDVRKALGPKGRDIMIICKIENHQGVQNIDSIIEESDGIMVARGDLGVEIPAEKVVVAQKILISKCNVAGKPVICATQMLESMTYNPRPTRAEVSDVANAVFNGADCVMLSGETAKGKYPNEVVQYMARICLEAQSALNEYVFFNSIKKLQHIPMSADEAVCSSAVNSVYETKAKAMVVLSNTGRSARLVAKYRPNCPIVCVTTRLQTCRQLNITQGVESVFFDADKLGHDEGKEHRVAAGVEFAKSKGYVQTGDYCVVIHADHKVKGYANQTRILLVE
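Purified LmPK (0.1 nM) converted ADP (0.1 mM) to ATP with PEP (0.5 mM) in imidazole buffer pH 7.2 with KCl and MgCl2, 1 h at room temperature. ATP was read by Kinase-Glo luminescence; data normalized to uninhibited and no-enzyme controls.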
HCV inhibitor: qHTS Assay for Inhibitors of Hepatitis C Virus (HCV). Huh7.5.1 HCVcc-Cre infection, luciferase reporter, 44 h. Potency, µM (highest dose often 41.8 µM), inactives show at the top dose activity change, negative = inhibition, most hits filed as inhibitors. 340,000 compounds, 3.4% hits; note: potency is the fitted concentration of half-maximal effect
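After 44 h co-culture of compound, cells and HCVcc-Cre (~0.5 moi), substrate is added for 15 min at room temperature and luciferase measured over 15 sec. Cells were seeded at 1,000/well and pre-cultured 4 h.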
AMA1-RON2 inh: qHTS for Inhibitors of AMA1-RON; Towards Development of Antimalarial Drug Lead: Primary Screen. Plasmodium falciparum AMA1 (3D7) - RON2 peptide interaction. AlphaScreen AMA1-biotinylated RON2 peptide binding. Potency, µM (series often up to 58.2 µM), for inactives: at the highest dose activity change, negative = inhibition, usual class: inhibitors. 360,000 compounds, 0.2% hits. AID 720542, 2013;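 note: potency is the fitted concentration of half-maximal effect; 0% = vehicle wells and -100% = peptide control; nearly all actives have a fitted effect of over 45% in size; some results filed as inactive show a strong effect at the top dose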
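AMA1 (3D7) with his tag at 25 nM final met compounds first, then biotinylated RON2 peptide at 25 nM; detection used donor plus acceptor beads, 10 µg/mL apiece, read by AlphaScreen after 30 min at room temperature.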
AmpC no deterg: qHTS Inhibitors of AmpC Beta-Lactamase (assay without detergent) | P00811 | AmpC nitrocefin hydrolysis, absorbance 480 nm, 0.0001% Triton | Potency, µM (highest dose often 57.1 µM), inactives show at the highest dose activity change, negative = inhibition, most hits filed as inhibitors | 330,000 compounds, 0.52% hits;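 note: potency is the fitted concentration of half-maximal effect; plate controls were no compound for no effect and no enzyme for full effect; nearly all actives have a fitted effect of over 20% in size; some results filed as inactive show a strong effect at the top dose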
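20 mM phosphate pH 7.0 + 0.01% (detergent screen) or 0.0001% Triton X-100; 5.3 nM AmpC reagent; cpd preinc 15 min RT; nitrocefin (800 uM stock) to start; A480 q20 s × 4 min; Activity was normalised to no-enzyme and no-compound control wells.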
* marks the source's active call; other numbers are inactive results; ? = inconclusive; · = no result given; & = joins results of further samples; [ ] = remark or other dose. Unless noted, calls come from the whole dose curve; as a rule, active = well fitted curve in the direction sought with a large enough effect; inconclusive = small, poorly fitted or top-dose-only effect, or another doubt; inactive = no such curve, though single readings can be large; an effect the other way counts as inactive or inconclusive. Unless noted, % is set by controls: 0 for no effect and ±100 for the full control effect.

SMILES	Tb PYK inh	AmpC inh detg	HCMV inh	LmPK inhibitor	HCV inhibitor	AMA1-RON2 inh	AmpC no deterg
CCN(CC)c1nc(OCCNC(=O)Nc2ccccc2)nc(N(CC)CC)n1	0%	-3%	-32	2%	-30%	3%	-2%
COc1cccc(/C=C2/Oc3ccccc3N(CC(=O)NCC3CCCO3)C2=O)c1 (stereo not drawn)	3%	-3%	·	0%	?	9%	35%
NC(=O)c1nc(C(=O)N2CCCCC2)c2ccccc2n1	0%	4%	9	·	9%	-8%	-2%
CC(C)c1ccc(NC(=O)CCCC(=O)NCCc2ccccc2)cc1	-4%	?	1	-15%	0%	20%	24%
COc1ccc(/C=C(/NC(=O)c2ccc(C)cc2)C(=O)N2CCCC2)cc1OC	-2%	0%	-11	2%	-12%	-8%	13%
CC(C)(C)NC(=O)c1ccc2nccnc2c1	0%	-12%	-16	3%	-2%	1%	-3%
Cc1ccc(C)c(NC(=O)COC(=O)CCCN=C2NS(=O)(=O)c3ccccc32)c1	0%	-11%	-20	-4%	2%	12%[11.6 µM]	-5%
OC[C@@H]1CN(C2CCCC2)C[C@H](n2cnc3c(NC4CC4)ncnc32)O1	-9%	·	16	·	·	-1%	·
O=C(c1cccc(Oc2c(Cl)cccc2[N+](=O)[O-])c1)N1CCCCC1	-7%	-5%	?	1%	-27%	5%	17%
Cc1onc(-c2ccccc2)c1-c1ccc(S(N)(=O)=O)cc1	2%&3%	-1%	-5	7%	?	-2%	-22%
CCN(CC)CCCn1c2c(c(SCC(=O)Nc3cccc4ccccc34)nc1=O)CCC2	-10%	0%	-24	·	?	-10%	18%
O=S(=O)(Cc1nnnn1-c1ccccc1)c1ccccc1	34%[activator]	8%	5	3%	25%	6%	-18%
CN(Cc1ccccc1)C(=O)c1ccc(NC(=O)Cc2cccc(NC(=O)C3CCCN(C(=O)C4CCCC4)C3)c2)cc1 (stereo not drawn)	7%	2%	-5	·	14%	15%	45%
O=C(O)CCn1c(CO)nc2ccccc21	-17%	1%	-13	4%	17%	-1%	-12%
COc1ccc(OC)c(NC(=O)c2sc3ncnc(N4CCN(c5ccccn5)CC4)c3c2C)c1	-6%	2%	·	-3%	?	5%	-19%
COc1ccc(C(=O)NC(=S)N2CCN(C)CC2)cc1Br	-15%	5%	-4	-3%	-4%	70%[activator]	-20%
O=C(NC(=S)Nc1ccc(S(=O)(=O)N2CCCCC2)cc1)c1ccc(Cl)cc1	-3%	2%	15	-3%	16%	0%	-28%
CCOC(=O)c1c(C)[nH]c(C)c1S(=O)(=O)NCC(=O)N1CCN(c2ccccc2F)CC1	-3%	0%	0	·	·	·	·
COc1ccc(OCCN2C(=O)c3cccc(N)c3C2=O)cc1	2%	-2%	88	0%	9%	12%	-32%
COCC(C)n1c(C)cc(C(=O)CN2C(=O)NC(Cc3c[nH]c4ccccc34)C2=O)c1C (stereo not drawn)	2%	-5%	-6	0%	-14%	-15%	66%[activator]
O=C1C=C(CCc2ccccc2)CCC1	3%	·	-8	·	·	14%	·
CN(C)c1ccc(C(=O)OCc2ccccc2)cc1	-6%	?	-22	-3%	-16%	11%	-20%
Cc1ccc(NS(=O)(=O)c2cc(C(=O)NCc3cccnc3)ccc2C)cc1	7%	4%	-35	-2%	·	-2%	-37%
CCOC(=O)C1=C(c2ccccc2)NC(=O)NC1c1cccc(OC)c1OC (stereo not drawn)	2%	·	-31	·	-9%	6%	·
O=C(Nc1ccc(Cl)c(-c2nc3cc(Cl)ccc3o2)c1)c1cc2ccccc2o1	-2%	15%	19	·	·	·	·
COc1ccc2nc(NC(=O)c3nc(SCc4ccccc4F)ncc3Cl)sc2c1	-14%	20%	0	·	·	·	·
Cc1c(C)n(Cc2ccccc2)c2ncnc(N)c12	8%	-16%	-60*	-2%	10µM*	-17%	-37%
O=C(C1=COCCO1)N1CCN(S(=O)(=O)c2cccc(Cl)c2Cl)CC1	-4%	?	12	0%	8%	7%	39%
CCc1nc(-c2ccc(C)nc2OC)no1	-18%	?	16	-2%	22%	-15%	-16%
Cc1ccc(NC(=O)CSc2nnc(-c3cnccn3)n2-c2ccccc2)cc1	-8%	-4%	-26	6%	21%	-11%	3%
CC(=O)Nc1ccc(SCC(=O)c2cc(C)n(-c3ccccc3)c2C)cc1	-6%	-9%	-60*	-2%	-1%	-1%	9%
CCCCn1c(N)c(N(CC(C)C)C(=O)C2CCN(S(=O)(=O)c3ccc(Cl)cc3)CC2)c(=O)[nH]c1=O	11%	1%	-32	·	12%	8%	-16%
O=C(COC(=O)c1cc2ccccc2oc1=O)c1cccc([N+](=O)[O-])c1	-1%	-15%	33	2%	6%	3%	-48%
C#CCOCC1CN(C)C(=O)O1 (stereo not drawn)	-5%	·	5	·	·	6%	·
Cc1cccc(-n2c(-c3ccc(Br)o3)n[nH]c2=S)c1	?	·	4	·	20%	57%[activator]	·
CCC(C)(C)NC(=O)C(c1ccccc1)N(Cc1cccs1)C(=O)Cn1nnc2ccccc21 (stereo not drawn)	4%	·	-9	·	?	0%	·
O=S(=O)(NC(=NCc1ccccc1)c1ccccc1F)c1ccccc1	0%	-1%	0	5%	14%	-3%	-14%
CN(C(=O)COC(=O)CCC1CCCCC1)c1c(N)n(Cc2ccccc2)c(=O)[nH]c1=O	1%	-2%	-22	·	6%	2%	-16%
O=[N+]([O-])c1cccc(C=NNC(=S)NC23CC4CC(CC(C4)C2)C3)c1	-6%	·	-25	·	-6%	13%	·
Cc1c(NC(=O)c2ccc(NS(=O)(=O)c3cccc([N+](=O)[O-])c3)cc2)c(=O)n(-c2ccccc2)n1C	4%	·	-8	·	13%	7%[11.6 µM]	·
CCc1c(OC(C)=O)c2ccccc2n(C)c1=O	2%	-7%	44	-2%	-6%	0%	-14%
COc1ccccc1CNS(=O)(=O)c1ccc2c(c1)NC(=O)C(C)C(=O)N2 (stereo not drawn)	-2%	23%	8	·	·	·	·
O=C(COC(=O)c1cncc(Br)c1)NCC1CCCO1 (stereo not drawn)	2%	?	25	2%	9%	30%	-22%
Cc1cc(F)ccc1NC(=O)c1cnccn1	0%	-11%	-34	0%	22%	32%[activator]	-11%
CC1CCN(CCn2c(=S)[nH]c3cc4c(cc3c2=O)OCO4)CC1	0%	2%	-38	6%[11.5 µM]	-9%	-12%	-15%
CS(=O)(=O)N1CCN(Cc2ccc(C(F)(F)F)cc2)CC1	14%	-3%	1	-2%	-2%	-23%	36%
O=C1CC(C(=O)NCc2ccccc2)N=C(N2CCCCC2)N1 (stereo not drawn)	-4%	-11%	19	1%	7%	8%	-25%
O=C(CCCN1C(=O)/C(=C/c2cccs2)SC1=S)NNC(=O)c1ccncc1	0%	-18%	?	-1%	-5%	94%[activator]	-9%
CC[C@@H]1CC=C[C@H]2[C@H]1C(=O)N(Cc1ccccc1)[C@H]2c1ccc2ccccc2c1	·	4%	·	2%	·	·	-6%
O=C(Cc1cccs1)NCc1ccc(F)cc1	11%	?	14	3%	19%	9%	-7%
CCCCn1c(-c2ccco2)n[nH]c1=S	?	-4%	-9	-28%	40%[activator]	59%[activator]	1%
NC1=NC(c2cn[nH]c2-c2ccc(F)cc2)n2c(nc3ccccc32)N1 (stereo not drawn)	·	0%	-37	-1%	·	·	-37%
Cc1oc2ccc(O)c(CN3CCOCC3)c2c1C(=O)Nc1ccc(C(C)C)cc1	2%	20%	28	·	·	·	·
C=CCSc1nc(C)c(CC(=O)OCCCC)c(=O)[nH]1	4%	?	19	-3%	16%	2%	-9%
O=C(Nc1nc2ccc(Cl)cc2s1)C1CC1	1%	·	-23	·	8.9µM*	4%	·
CCOc1ccc(C(C)=O)cc1CSc1nnc(-c2cccs2)n1CC1CCCO1 (stereo not drawn)	0%	-13%	7	2%	-24%	-20%	15%
O=C(Nc1ccccc1Cl)Nc1ccnn1C1CCN(C(=O)C2CCOC2)CC1 (stereo not drawn)	-4%	·	-28	·	·	-3%	·
CCc1nccn1CCC(=O)N1CCCC(N2CCN(c3cccc(Cl)c3)CC2)C1 (stereo not drawn)	-5%	-3%	20	0%	?	-1%	37%
CCOC(=O)N1CCN(S(=O)(=O)c2ccc(C(=O)N(CCN(CC)CC)c3nc4ccc(C)cc4s3)cc2)CC1	-2%	?	-8	1%	?	4%	21%
CCOc1ccc(C(=O)Nc2ccccc2N2CCCC2)cc1	4%	?	-76*	0%	?	9%	-1%
Later entries
SMILES	Tb PYK inh	AmpC inh detg	HCMV inh	LmPK inhibitor	HCV inhibitor	AMA1-RON2 inh	AmpC no deterg
O=C(C1=NOC2(C1)C(=O)Nc1ccccc12)N1CCCC1 (stereo not drawn)	-1%	·	9	·	·	-4%	·
COc1ccc(-c2[nH]ncc2CN2CCC(C(=O)N3CCOCC3)CC2)c(F)c1	-1%	0%	-63*	4%	10%	-18%	13%
COc1cccc(C(=O)NCC2CCN(c3ccc(S(=O)(=O)N4CCOCC4)cc3)CC2)c1	4%	3%	19	10%	?	-13%	23%
O=S(=O)(c1ccc(N2CCN(c3ccc(F)cc3)CC2)cc1)N1CCCC1	-6%	-10%	-3	9%	7%	-5%	12%
COc1ccc(CN2C(=O)c3ccccc3C2=O)cc1	-2%	1%	23	1%	4%	9%	-27%

Profiles, quoted from the list. Order of values: Tb PYK inh | AmpC inh detg | HCMV inh | LmPK inhibitor | HCV inhibitor | AMA1-RON2 inh | AmpC no deterg
`COc1ccc(OCCN2C(=O)c3cccc(N)c3C2=O)cc1` is entered as 2% | -2% | 88 | 0% | 9% | 12% | -32%
`CC(C)c1ccc(NC(=O)CCCC(=O)NCCc2ccccc2)cc1` is entered as -4% | ? | 1 | -15% | 0% | 20% | 24%
`O=C(COC(=O)c1cncc(Br)c1)NCC1CCCO1` (stereo not drawn) is entered as 2% | ? | 25 | 2% | 9% | 30% | -22%
`O=S(=O)(NC(=NCc1ccccc1)c1ccccc1F)c1ccccc1` is entered as 0% | -1% | 0 | 5% | 14% | -3% | -14%
`CCc1c(OC(C)=O)c2ccccc2n(C)c1=O` is entered as 2% | -7% | 44 | -2% | -6% | 0% | -14%
